Screens as filed in PubChem.
D1 potentiator: potentiators of human D1 dopamine receptor | P21728 | HEK293 TREx D1 cells, calcium flux, dopamine EC20 potentiation | potentiation, % at 10 µM | 360,000 tested, 0.036% active | AID 504651; in the data active = potentiation above about 30%; note: 0% is about no effect
TRHR agonist: activates the human TRH receptor | TRHR cells, calcium flux fluo-8, FDSS agonist mode | activation, % at 2 µM | 360,000 tested, 0.18% active | AID 493084; in the data active = activation above about 30%; note: 0% is about no effect
Target sequence (P34981 whole entry, looked up): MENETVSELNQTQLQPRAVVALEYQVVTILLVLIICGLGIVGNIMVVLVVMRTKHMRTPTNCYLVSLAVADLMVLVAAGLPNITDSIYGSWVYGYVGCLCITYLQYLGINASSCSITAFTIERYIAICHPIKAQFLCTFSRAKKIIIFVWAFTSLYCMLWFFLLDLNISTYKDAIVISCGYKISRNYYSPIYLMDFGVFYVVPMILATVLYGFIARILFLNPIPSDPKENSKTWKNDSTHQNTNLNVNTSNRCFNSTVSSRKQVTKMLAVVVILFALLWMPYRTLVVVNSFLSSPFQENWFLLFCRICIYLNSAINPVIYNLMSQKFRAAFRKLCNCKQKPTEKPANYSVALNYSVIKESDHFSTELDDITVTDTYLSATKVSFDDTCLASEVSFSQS
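Agonist-mode FDSS calcium read (Ex 480/Em 530, 1 s cycles) in 1536-well TRHR cells with fluo-8 dye, after 10-cycle baseline and 23 nL compound addition; TRH at EC20 (10 nM final) added afterwards for the enhancer phase.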
D1 ag: human D1 receptor agonism | P21728 | HEK293 T-REx D1 cells, calcium flux, agonist mode | activation, % at 2 µM | 360,000 tested, 1% active | AID 504660; in the data active = activation above about 30%; note: 0% is about no effect
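Tetracycline-induced HEK293 TREx D1 cells, force-coupled to calcium signalling, were dye-loaded with a no-wash calcium kit. Compound was pin-added after a 10 s baseline. Fluorescence was read kinetically at 1 cycle/s for 180 s, with calcium rises flagged as agonism.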
Apoferritin bind: candidate novel general anesthetic via apoferritin binding; P02791; apoferritin/1-aminoanthracene competitive binding, fluorescence; Potency, µM (doses to about 77.5 µM), without a hit: at the highest dose activity change, negative = displacement, usual class: inhibitors; 350,000 tested, 0.074% active; AID 485281; note: potency is the fitted concentration of half-maximal effect; % is set by controls: 0 for no effect and ±100 for the full control effect; nearly all actives have a fitted effect of over 20% in size
Target sequence (P02791 2-175 limits assumed): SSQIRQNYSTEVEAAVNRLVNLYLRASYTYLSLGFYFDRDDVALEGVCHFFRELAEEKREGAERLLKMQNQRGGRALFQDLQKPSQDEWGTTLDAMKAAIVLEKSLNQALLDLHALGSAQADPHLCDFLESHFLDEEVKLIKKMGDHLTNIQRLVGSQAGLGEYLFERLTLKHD
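In PBS, apoferritin at 10 uM is loaded with 1-AMA from a 50% saturated solution. After 10 min of compound exposure at ambient temperature, reduced 535 nm fluorescence indicates probe displacement.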
RXFP1 ag: RXFP1 (human) receptor agonism; Q9HBX9; HEK293T-RXFP1 cAMP TR-FRET, 30 min; response scale: percent of porcine relaxin response, buffer zero; Potency, µM (top dose mostly 57.5 µM), inactives show at the top dose activation, most hits filed as activators; 370,000 tested, 0.3% active; note: potency is the fitted concentration of half-maximal effect; % is set by controls: 0 for no effect and ±100 for the full control effect; nearly all actives have a fitted effect of over 60% in size; many of its hits are not listed in these tables
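Agonist response is measured as cAMP accumulation in an RXFP1-transfected HEK293T line under PDE4 inhibition. Values are scaled between buffer-only and 29 nM porcine relaxin, and EC50s come from standard Hill equation fits.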
TRHR PAM: allosteric enhancers of human TRH receptor | TRHR cells, fluo-8 calcium fluorescence, EC20 TRH enhancement | enhancement, % at 2 µM | 360,000 tested, 0.66% active | AID 493056; in the data active = enhancement above about 30%; note: 0% is about no effect
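Enhancer read-out: after compound pinning and an initial kinetic agonist-mode read, an EC20 of TRH (10 nM final) was injected and fluo-8 calcium signal (Ex 480/Em 530) followed at 1 s/cycle for 100 cycles in TRHR-expressing cells.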
RXFP1 antag: antagonists of human relaxin receptor RXFP1. activity change, negative = inhibition, % at 57.5 µM. 350,000 tested, 0.59% active. HEK293-RXFP1, relaxin-stimulated cAMP HTRF, 30 min; hits give low values. Q9HBX9. AID 1259400;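 active = activity change of -60% or lower, but not beyond a set lower limit; inconclusive = change between -60% and -40%, or beyond the set limit; inactive = change above -40%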; note: % is set by controls: 0 for no effect and ±100 for the full control effect
D2 potentiator: positive allosteric modulators of human D2 dopamine receptor | P14416 | HEK293 T-REx D2, calcium flux, EC20 dopamine potentiation | potentiation, % at 10 µM | 340,000 tested, 0.34% active;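 active = potentiation over 3 SD above the plate norm, cut at about 30% in these data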; note: 0% is about no effect
Target sequence (P14416 whole entry, looked up): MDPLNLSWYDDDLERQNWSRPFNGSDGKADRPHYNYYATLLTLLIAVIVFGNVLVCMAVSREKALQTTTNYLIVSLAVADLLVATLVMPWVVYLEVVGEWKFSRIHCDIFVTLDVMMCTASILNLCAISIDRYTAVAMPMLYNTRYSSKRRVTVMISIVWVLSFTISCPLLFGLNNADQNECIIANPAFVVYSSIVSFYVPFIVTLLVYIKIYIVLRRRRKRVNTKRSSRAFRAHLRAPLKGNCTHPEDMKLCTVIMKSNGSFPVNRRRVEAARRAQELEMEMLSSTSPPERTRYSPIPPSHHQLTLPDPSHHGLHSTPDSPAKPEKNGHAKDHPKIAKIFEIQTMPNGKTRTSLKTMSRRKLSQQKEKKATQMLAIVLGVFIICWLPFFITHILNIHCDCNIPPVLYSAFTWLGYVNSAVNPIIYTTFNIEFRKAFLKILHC
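Tetracycline-induced Hek293 Trex D2 cells, force-coupled to calcium, loaded with no-wash calcium dye. Compound added with 180 s kinetic read for agonism, then EC20 dopamine and a further 180 s read for potentiation.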
D1 antag: antagonists of human D1 dopamine receptor; P21728; HEK293 TREx D1 cells, calcium flux, dopamine EC80; hits give low values; activity change, negative = inhibition, % at 10 µM; 360,000 tested, 3.2% active; in the data active = activity change below about -30%; note: % is set by controls: 0 for no effect and ±100 for the full control effect
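Tetracycline-induced HEK293 Trex D1 cells, force-coupled to calcium, dye-loaded; compounds added and read 180 s, then EC80 dopamine added and calcium flux tracked kinetically another 180 s.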
The depositor's hits bear a star; u = inconclusive; x = not tested or not shown; [ ] = dose if it differs, or a comment. Unless noted, calls come from the whole dose curve; as a rule, active = well fitted curve in the direction sought with a large enough effect; inconclusive = small, poorly fitted or top-dose-only effect, or another doubt; inactive = no such curve, though single readings can be large; an effect the other way counts as inactive or inconclusive. Only part of the results is shown. The share of hits here may be higher or lower than overall.

The line under a structure holds: D1 potentiator | TRHR agonist | D1 ag | Apoferritin bind | RXFP1 ag | TRHR PAM | RXFP1 antag | D2 potentiator | D1 antag
CC1(C)Cc2c(cnn2-c2ccc(F)cc2)C(NC(=O)c2ccco2)C1 (configuration not stated)
→ 4 | -0.3 | 2 | -6% | 0.3% | 3 | -2 | 1 | 0
COc1ccc(CCN2CN(S(=O)(=O)c3ccccc3)c3nc4ccccc4nc32)cc1
→ -7 | 0.4 | 2 | -4% | 2.5% | -1 | -4 | 0 | -16
CC(=O)N(Cc1cccnc1)Cc1cc2ccc(C)cc2[nH]c1=O
→ 0 | 0.2 | 0 | -7% | 0.6% | -4 | 1 | 9 | 4
Cc1ccc(OCC(=O)N(Cc2ccc(N(C)C)cc2)C2CCS(=O)(=O)C2)cc1C (configuration not stated)
→ 0 | -0.7 | 0 | 4% | -0.1% | -8 | -17 | -7 | 5
Cc1cnc([N+](=O)[O-])n1CCOC(=O)NC(=O)c1ccc(C(F)(F)F)cc1
→ 0 | 0.3 | 6 | -5% | 0.0% | -3 | -2 | -5 | 22
CN(C1CCCCC1)S(=O)(=O)c1ccc2c(c1)c(=O)c(C(=O)NCc1ccc(F)cc1)cn2C
→ 0 | 0.6 | 2 | 3% | u | 0 | -10 | 2 | -21
NC(=O)c1cccc(S(=O)(=O)N2CCCCC2)c1
→ 0 | 0.3 | 4 | -4% | -0.6% | -1 | 16 | -2 | 4
CC(C)(O)C(=O)NNC(=S)Nc1cccc(C(F)(F)F)c1
→ -3 | 0.2 | -1 | -2% | 1.5% | -6 | 5 | -5 | 1
COc1ccc(N2CCN(C(=O)c3ccc(N4C(=O)NC5CC4(C)Oc4ccccc45)cc3)CC2)cc1 (configuration not stated)
→ -8 | 0.6 | 3 | -21% | 1.0% | 1 | -3 | 0 | 1
O=C1COc2ccc(-c3cc(-c4ccccc4)c4c(n3)-c3ccccc3OC4)cc2N1
→ 1 | 0.4 | -1 | -3% | u | 5 | x | 14 | -3
CC(=O)OCC1=C(C(=O)O)N2C(=O)C(NC(=O)c3ccc(COc4cccc(Cl)c4Cl)o3)C2SC1 (configuration not stated)
→ -5 | 0.0 | 1 | u | 0.7% | 3 | -14 | -3 | -12
O=C(O)CSc1ccc2ccccc2n1
→ -8 | 0.6 | 2 | 4% | u | 1 | 22 | 0 | -14
CS(=O)(=O)c1ccc(N)cc1
→ -2 | 0.3 | 3 | 2% | 0.4% | 4 | x | -1 | -1
Cc1ccc(N)c([N+](=O)[O-])c1
→ 5 | -0.7 | -2 | x | 1.2% | -3 | x | -13 | x
CC(=O)c1cccc(NC(=O)CCCSc2ccccc2)c1
→ x | -0.3 | 15 | -4% | -1.3% | -9 | -16 | -2 | -39*
CCS(=O)(=O)Nc1cccc(C2=NN(S(C)(=O)=O)C(c3cccs3)C2)c1 (configuration not stated)
→ 5 | 0.1 | 1 | -11% | 0.0% | -2 | 8 | -3 | 6
CN(C)CCCN1C(=O)c2cccc3c(Br)ccc(c23)C1=O
→ 3 | 7.4 | 8 | -8% | 17% | -2 | -1 | -1 | 26
Cc1ccc(-c2c(C)n([O-])c3c([n+]2=O)CCCC3)cc1
→ 2 | 0.1 | 1 | -1% | 0.3% | 2 | -10 | x | 5
CCOC(=O)c1cccc(NS(=O)(=O)c2cnc[nH]2)c1
→ 9 | -0.7 | 0 | -6% | 0.0% | 24 | -8 | -2 | 4
O=C(Nc1ccc(-c2cnco2)cc1)c1ccc(F)cc1F
→ -3 | 0.2 | 3 | -10% | 2.6% | 3 | -7 | -8 | 4
S=C(Nc1ccc(Cl)cc1Cl)N1CCN(c2ccccn2)CC1
→ -3 | 0.2 | 3 | 1% | 3.1% | 2 | -1 | 1 | -3
COc1cccc(OCC(=O)NNC(=O)C(=O)Nc2ccc(OC)cc2OC)c1
→ -2 | -0.9 | 1 | -16% | 4.1% | 2 | -15 | -4 | -25
O=C(NC1CCN(Cc2ccccc2)CC1)c1cccc(OC(F)F)c1
→ -11 | -0.2 | 8 | 3% | -2.8% | 27 | -25 | -22 | -33*
C(=N\n1cnnc1)/c1cccc(Oc2ccccc2)c1
→ -3 | -0.8 | 1 | u | 0.7% | -5 | -2 | -2 | -6
COCCN1CC(CNC(=O)c2cc(COc3ccc(C)c(C)c3)on2)CC1=O (configuration not stated)
→ 2 | -0.6 | 2 | -14% | -2.0% | 0 | 10 | -3 | 8
CCOC(=O)c1cc2c(=O)n3cccc(C)c3nc2n(C)c1=N
→ 2 | 1.1 | 7 | 161%[activator] | 3.7% | 15 | x | -11 | 2
Cc1cccc(C)c1OCC(=O)OCC(=O)c1ccc2c(c1)NC(=O)CO2
→ 5 | 0.7 | 2 | u | 0.7% | 2 | -7 | -5 | -4
O=C(Nc1nc(-c2ccccn2)cs1)c1ccccc1-n1cnnn1
→ 3 | 0.8 | 0 | -2% | -0.7% | 7 | 0 | 1 | 3
Cc1ccc(-c2csc(NC(=O)c3cc([N+](=O)[O-])ccc3N3CCOCC3)n2)cc1
→ -3 | 0.6 | 1 | -8% | 3.9% | -7 | 0 | -6 | 1
Cc1ccc(NC(=O)CSc2n[nH]c(-c3ccncc3)n2)cc1C
→ 0 | -1.4 | 2 | -11% | -0.5% | 2 | -13 | 6 | 10

A second format for part of the listing above:
Compound	D1 potentiator	TRHR agonist	D1 ag	Apoferritin bind	RXFP1 ag	TRHR PAM	RXFP1 antag	D2 potentiator	D1 antag
CN(C)CCCN1C(=O)c2cccc3c(Br)ccc(c23)C1=O	3	7.4	8	-8%	17%	-2	-1	-1	26
Cc1ccc(-c2c(C)n([O-])c3c([n+]2=O)CCCC3)cc1	2	0.1	1	-1%	0.3%	2	-10	x	5
CCOC(=O)c1cccc(NS(=O)(=O)c2cnc[nH]2)c1	9	-0.7	0	-6%	0.0%	24	-8	-2	4
O=C(Nc1ccc(-c2cnco2)cc1)c1ccc(F)cc1F	-3	0.2	3	-10%	2.6%	3	-7	-8	4
S=C(Nc1ccc(Cl)cc1Cl)N1CCN(c2ccccn2)CC1	-3	0.2	3	1%	3.1%	2	-1	1	-3
COc1cccc(OCC(=O)NNC(=O)C(=O)Nc2ccc(OC)cc2OC)c1	-2	-0.9	1	-16%	4.1%	2	-15	-4	-25
O=C(NC1CCN(Cc2ccccc2)CC1)c1cccc(OC(F)F)c1	-11	-0.2	8	3%	-2.8%	27	-25	-22	-33*

(continued)
Short forms: A = D1 potentiator; B = TRHR agonist; C = D1 ag; D = Apoferritin bind; E = RXFP1 ag; F = TRHR PAM; G = RXFP1 antag; H = D2 potentiator; I = D1 antag
> CC(O)CNc1nc(NCc2ccccc2)c2cnn(C)c2n1 (configuration not stated)
  A = -2	B = -0.3	C = 2	D = 6%	E = 0.3%	F = 2	G = -4	H = -4	I = 9
> Cc1ccc(-c2nc(NCC3CCCO3)sc2C)cc1 (configuration not stated)
  A = -3	B = -0.1	C = 1	D = -14%	E = 2.2%	F = -2	G = -6	H = 2	I = -17
> COc1ccc2oc(=O)c(C(=O)NCCc3c(C)[nH]c4ccc(F)cc34)cc2c1
  A = -2	B = 0.1	C = -1	D = -4%	E = 0.5%	F = 5	G = x	H = 21	I = -4
> COCC(C)n1c(C)cc(C(=O)COC(=O)c2ccc3c(c2)NC(=O)CS3)c1C (configuration not stated)
  A = -3	B = -0.3	C = 7	D = u	E = 0.1%	F = -1	G = 7	H = x	I = -16
> O=C(CN1CCN(C(C(=O)Nc2ccc(Cl)cc2C(F)(F)F)c2ccccc2)CC1)NC1CC1 (configuration not stated)
  A = x	B = 0.6	C = 4	D = x	E = -0.4%	F = 1	G = -9	H = 10	I = 8
> CCc1nnc(NC(=O)CCC(=O)Nc2ccccc2)s1
  A = 1	B = 0.5	C = 2	D = -4%	E = 0.8%	F = -1	G = 8	H = -12	I = -7
> COCCNC(=O)C1CC(c2ccc(F)cc2)=NO1 (configuration not stated)
  A = 7	B = 0.6	C = 1	D = -9%	E = 0.8%	F = 0	G = 9	H = 8	I = 13
> Cc1ccccc1-n1nnnc1SCC(N)=O
  A = -2	B = -0.4	C = 3	D = -13%	E = 0.3%	F = 10	G = -4	H = 1	I = 5
> O=C(NCCc1ccccc1)c1ccc2c(c1)N(Cc1ccc(F)cc1)C(=O)CS2
  A = -2	B = -0.3	C = 5	D = 61%[activator]	E = -2.2%	F = 1	G = -17	H = 17	I = -10
> COC(=O)CCCC1=CC2=CC(=O)C(C)(OC(=O)c3cccs3)C(=O)C2=CN1CCCOC(C)C (configuration not stated)
  A = -7	B = 0.0	C = 2	D = -6%	E = 0.0%	F = 7	G = x	H = -13	I = -9
> COc1ccc(NC(=O)c2cc(S(=O)(=O)N3CCOCC3)cs2)cc1
  A = -1	B = 0.8	C = 1	D = -3%	E = -0.4%	F = 16	G = -26	H = 4	I = -5
> CCN(CC)c1ccc(C(=O)Nc2cccc(F)c2)cc1
  A = 1	B = -0.5	C = 7	D = -3%	E = -0.3%	F = -5	G = -9	H = -12	I = 0
> Cc1ccnc(NC(=O)COc2ccc(Cl)cc2)n1
  A = -1	B = 0.2	C = 0	D = 10%	E = 0.5%	F = 0	G = -3	H = 0	I = 1
> Cc1cccc(NC(=O)Cn2c(=O)c3cccn3c3ccccc32)c1C
  A = -6	B = 0.4	C = 4	D = -10%	E = -0.7%	F = -6	G = 4	H = 2	I = -25
> COc1ccc(CCNC(=O)CSc2nnnn2Cc2ccc3c(c2)OCO3)cc1OC
  A = -1	B = -0.6	C = 4	D = -14%	E = 1.2%	F = -2	G = -15	H = x	I = -3
> Cc1ccc(N(CC(=O)NC(C)C)C(=O)CCC(=O)Nc2nccs2)c(C)c1
  A = 2	B = 0.5	C = 2	D = -2%	E = 0.9%	F = -3	G = 11	H = -2	I = 2
> COc1ccc(NC(=O)c2nnn(-c3ccc(C(C)C)cc3)c2C)c(OC)c1
  A = 2	B = 0.5	C = 0	D = -2%	E = -0.7%	F = 5	G = -8	H = 4	I = -1
